# Screening results from PubChem.
# AMPAR-TARP mod: modulators of AMPA receptor GluA2-stargazin complexes. O88602+P19491. HEK293 GluA2+stargazin, membrane potential dye (FDSS), glutamate EC50; hits were called plate by plate, in both directions. calls only at 30 µM. hit rate 3.5% among 40,000. AID 1259245;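 active means any of four per-well response measures lying three or more SD from its plate-wide compound average, in either direction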
# Target sequence (O88602 whole entry, looked up): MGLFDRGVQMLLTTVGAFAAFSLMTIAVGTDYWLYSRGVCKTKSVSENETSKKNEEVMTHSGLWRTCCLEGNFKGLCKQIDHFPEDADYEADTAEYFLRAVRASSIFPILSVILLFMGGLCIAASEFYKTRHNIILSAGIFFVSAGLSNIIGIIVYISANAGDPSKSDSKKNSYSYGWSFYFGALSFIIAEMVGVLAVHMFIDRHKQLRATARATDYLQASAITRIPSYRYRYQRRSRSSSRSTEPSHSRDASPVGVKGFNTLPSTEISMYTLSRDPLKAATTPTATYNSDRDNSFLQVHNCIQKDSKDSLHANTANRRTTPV
# Target sequence (P19491 whole entry, looked up): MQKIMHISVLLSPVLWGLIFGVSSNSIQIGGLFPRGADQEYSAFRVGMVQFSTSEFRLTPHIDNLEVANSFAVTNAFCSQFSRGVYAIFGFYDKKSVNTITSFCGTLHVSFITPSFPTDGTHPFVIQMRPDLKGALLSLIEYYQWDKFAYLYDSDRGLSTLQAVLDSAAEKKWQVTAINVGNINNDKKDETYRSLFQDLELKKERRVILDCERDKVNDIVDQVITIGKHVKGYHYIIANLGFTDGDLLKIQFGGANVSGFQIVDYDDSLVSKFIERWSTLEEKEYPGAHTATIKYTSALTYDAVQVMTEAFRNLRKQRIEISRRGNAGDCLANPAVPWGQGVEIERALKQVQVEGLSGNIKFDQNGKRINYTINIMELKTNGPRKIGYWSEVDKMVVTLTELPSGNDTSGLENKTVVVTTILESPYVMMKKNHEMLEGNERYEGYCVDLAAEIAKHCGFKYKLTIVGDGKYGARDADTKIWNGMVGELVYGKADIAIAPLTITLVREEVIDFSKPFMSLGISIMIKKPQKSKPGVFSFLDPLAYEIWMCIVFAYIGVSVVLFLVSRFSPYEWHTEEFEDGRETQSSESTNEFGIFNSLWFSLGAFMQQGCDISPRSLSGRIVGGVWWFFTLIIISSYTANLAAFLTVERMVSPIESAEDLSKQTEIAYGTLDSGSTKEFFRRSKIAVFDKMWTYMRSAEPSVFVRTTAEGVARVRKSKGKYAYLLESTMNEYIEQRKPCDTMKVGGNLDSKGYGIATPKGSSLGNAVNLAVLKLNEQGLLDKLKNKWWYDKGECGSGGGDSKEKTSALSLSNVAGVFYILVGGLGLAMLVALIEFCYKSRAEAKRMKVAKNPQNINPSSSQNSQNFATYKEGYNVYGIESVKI
# AMPAR-TARP mod agonism max-min: also measured in AMPAR-TARP mod; calls as there; compound max-min signal; compound-alone response (agonism);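 unitless range of fluorescence divided by baseline over first 100 seconds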
# AMPAR-TARP mod glutamate slope: recorded beside AMPAR-TARP mod, whose call it bears; glutamate slope, % of max; measured here: glutamate response slope, % max;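 scaled per plate between vehicle wells and maximal 1 mM glutamate control wells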
# * hit, by the source's call; i = inactive; + = active, no number; & = joins results of further samples; ! = not confirmed by another sample. The list is partial; the hit share may differ from the screen's.
SMILES,AMPAR-TARP mod,AMPAR-TARP mod agonism max-min,AMPAR-TARP mod glutamate slope
CCOc1ccc(NC(=O)CSc2ncc(S(=O)(=O)c3ccc(CC)cc3)c(=O)[nH]2)cc1,i,0.13,47
O=C(NCc1ccccc1)N1CCC(c2nnc(-c3ccco3)o2)CC1,i,0.067,62
COc1ccc(CNC(=O)c2ccc3c(=O)n4c(nc3c2)SCCC4)cc1,i,0.12,52
COc1cc(COCC2CCN(C(=O)c3c(F)cccc3Cl)CC2)cc(OC)c1,i,0.076,62
CS(=O)(=O)N1CCCCC1C(=O)Nc1sccc1C#N (configuration not stated),i,0.1,56
O=C(NCCc1nc2ccccc2[nH]1)OCc1ccccc1,i,0.082,50
COc1cc(F)ccc1S(=O)(=O)N1CCN(C23CC4CC(CC(C4)C2)C3)CC1,i,0.036,61
O=C(NCC(O)(c1ccccc1)C1CC1)c1ccccc1C(F)(F)F (configuration not stated),i,0.062,53
O=C(c1ccc2ccccc2n1)N1CCN(c2ccc(-c3ccc(F)cc3)nn2)CC1,i,0.077,55
COc1ccc(CNC(=O)c2sc(=S)n(Cc3ccco3)c2N)cc1,i,0.12,60
CCCn1c(CCNC(C)=O)nc2ccccc21,i,0.1,63
O=C(CCc1csc(NC(=O)c2ccco2)n1)NCCCc1ccccc1,i,0.096,65
N#Cc1cccc(C(=O)Nc2ccc(CC(=O)N3CCOCC3)cc2)c1,i,0.11,24
COc1ccc(CCNC(=O)Nc2cc(N3CCCS3(=O)=O)ccc2C)cc1,i,0.094,56
O=C(Cn1cccn1)N1CCN(c2ccccc2O)CC1,i,0.1,50
O=C(c1cc(=O)c2ccccc2o1)N1CCN(c2nccn2-c2cccc(Cl)c2)CC1,i,0.033,31
COc1ccc(N2C=C(C#N)S(=O)(=O)c3ccc(Cl)cc32)c(OC)c1,i,0.025,36
O=C(Cc1nnc(-c2ccccn2)o1)NCc1ccccc1Cl,i,0.12,58
COc1ccc(Cl)cc1NC(=O)C(=O)NCC(c1ccc(C)cc1)N1CCOCC1 (configuration not stated),i,0.044,42
CCOC(=O)Cc1csc(NC(=O)CN2CCC(c3nnc(-c4ccc(F)cc4)o3)CC2)n1,i,0.065,51
COC(=O)C12CC3CC(CC(NC(=O)c4cccc(-n5cnnn5)c4)(C3)C1)C2,i,0.15,72
CCOC(=O)Cn1c(=O)c2c(nc3n2CCN3c2cc(C)ccc2C)n(C)c1=O,i,0.099,71
Cc1ccc(Nc2ccc(NS(=O)(=O)Cc3ccccc3)cc2)nn1,i,0.14,53
CNC(=O)c1ccc(N(C)S(=O)(=O)c2ccc(C)cc2)cc1,i,0.092,64
CN(C)C(CNC(=O)C(=O)Nc1ccc2c(c1)OCCO2)c1ccco1 (configuration not stated),i,0.061,94
CCCc1ccc(OCC(O)CN2CCN(CC)CC2)cc1 (configuration not stated),i,0.041,69
Cc1noc(C)c1S(=O)(=O)NCC(C)(O)c1ccc2c(c1)OCO2 (configuration not stated),i,0.1,57
CS(=O)(=O)N1CCNCC1,i,0.032,49
CCN1CCc2c(OCC(=O)N3CCCCCC3)cccc2C1=O,i,0.093,88
CCn1nnc2c(=O)n(Cc3cccc(C(F)(F)F)c3)cnc21,i,0.044,37
N#Cc1cnc(-c2ccc(F)cc2)n(CC(=O)NC2CCc3ccccc32)c1=O (configuration not stated),i,0.088,49
COc1cc(C(=O)N(CCN2CCOCC2)c2nc3cc(C)c(C)cc3s2)cc(OC)c1OC,i,0.033,40
O=C(NCC(O)(c1ccco1)C1CC1)NC1CCCCC1 (configuration not stated),+,0.027*,61*
COc1ccc(-c2c(C)nn3c(N4CCN(Cc5ccccc5)CC4)cc(C)nc23)cc1OC,+,0.15*,43*
O=S(=O)(NCC1CCN(c2ccccn2)CC1)c1ccc(OC(F)(F)F)cc1,i,0.12,52
Cc1nn(C(C)(C)C)c(OC(=O)c2ccc(Cl)cc2)c1S(=O)(=O)c1ccccc1,i,0.1,80
CCOC(=O)Cn1c(=O)c2c(nc3n(-c4ccc(OCC)cc4)c(C)cn23)n(C)c1=O,i,0.094,35
CCCN1CCCc2cc(CCNC(=O)C(=O)NCc3ccc(Cl)cc3)ccc21,i,0.075,3
Cc1ccc(C(C)C)cc1S(=O)(=O)N1CCC2(CC1)NC(=O)N(Cc1ccccc1)C2=O,i,0.064,42
CC(C)c1ccccc1OCC(O)CNC(C)(C)C (configuration not stated),i,0.07,56

# 18 entries from above, sorted by formula weight, low to high:
SMILES,AMPAR-TARP mod,AMPAR-TARP mod agonism max-min,AMPAR-TARP mod glutamate slope
CS(=O)(=O)N1CCNCC1,i,0.032,49
O=C(NCC(O)(c1ccco1)C1CC1)NC1CCCCC1 (configuration not stated),+,0.027*,61*
CCCc1ccc(OCC(O)CN2CCN(CC)CC2)cc1 (configuration not stated),i,0.041,69
CNC(=O)c1ccc(N(C)S(=O)(=O)c2ccc(C)cc2)cc1,i,0.092,64
CCn1nnc2c(=O)n(Cc3cccc(C(F)(F)F)c3)cnc21,i,0.044,37
CCN1CCc2c(OCC(=O)N3CCCCCC3)cccc2C1=O,i,0.093,88
Cc1ccc(Nc2ccc(NS(=O)(=O)Cc3ccccc3)cc2)nn1,i,0.14,53
CN(C)C(CNC(=O)C(=O)Nc1ccc2c(c1)OCCO2)c1ccco1 (configuration not stated),i,0.061,94
COC(=O)C12CC3CC(CC(NC(=O)c4cccc(-n5cnnn5)c4)(C3)C1)C2,i,0.15,72
N#Cc1cnc(-c2ccc(F)cc2)n(CC(=O)NC2CCc3ccccc32)c1=O (configuration not stated),i,0.088,49
CCCN1CCCc2cc(CCNC(=O)C(=O)NCc3ccc(Cl)cc3)ccc21,i,0.075,3
O=S(=O)(NCC1CCN(c2ccccn2)CC1)c1ccc(OC(F)(F)F)cc1,i,0.12,52
CCOC(=O)Cn1c(=O)c2c(nc3n(-c4ccc(OCC)cc4)c(C)cn23)n(C)c1=O,i,0.094,35
Cc1nn(C(C)(C)C)c(OC(=O)c2ccc(Cl)cc2)c1S(=O)(=O)c1ccccc1,i,0.1,80
Cc1ccc(C(C)C)cc1S(=O)(=O)N1CCC2(CC1)NC(=O)N(Cc1ccccc1)C2=O,i,0.064,42
COc1ccc(-c2c(C)nn3c(N4CCN(Cc5ccccc5)CC4)cc(C)nc23)cc1OC,+,0.15*,43*
CCOC(=O)Cc1csc(NC(=O)CN2CCC(c3nnc(-c4ccc(F)cc4)o3)CC2)n1,i,0.065,51
COc1cc(C(=O)N(CCN2CCOCC2)c2nc3cc(C)c(C)cc3s2)cc(OC)c1OC,i,0.033,40

# (more compounds)
SMILES,AMPAR-TARP mod,AMPAR-TARP mod agonism max-min,AMPAR-TARP mod glutamate slope
COc1cc(OC)cc(C(=O)Nc2ccc(N3CCCCS3(=O)=O)cc2)c1,i,0.053,35
CC(C)(C)C(=O)Nc1nnc(Cc2ccc3c(c2)OCO3)o1,i,0.047,57
Cc1cc(C)c(NC(=O)CN2C(=O)c3cccc4cccc2c34)c(C)c1,i,0.071,23
COc1ccc(-n2c(=O)c3ccccc3n(CC(=O)N3CCCC3)c2=O)cc1,i,0.057,46
O=C(c1ccccc1Cl)N1CCN(c2ccc(Nc3ccccn3)nn2)CC1,i,0.34,36
CCOc1ccc(CC(=O)Nc2nc3ccc4nc(C)sc4c3s2)cc1,i,0.08,58
CC(C)N1CCC(CNS(=O)(=O)c2ccccc2F)CC1,i,0.087,64
Cc1cc(-c2nnc(NC(=O)CCSc3ccccc3)o2)nn1C,i,0.13,42
CCCCOc1ccc(C(=O)Nc2cc(C(=O)N3CCCCCC3)cn(C)c2=O)cc1,i,0.082,62
CC1CCCC(C)N1CC(O)COc1ccc(-c2ccccc2)cc1 (configuration not stated),i,0.1,44
CCN1CCc2c(sc(NC(=O)Cc3ccccc3)c2-c2nc3ccccc3s2)C1,i,0.13,59
Cc1ccc(NC(=O)C(=O)NCC(C)O)cc1Cl (configuration not stated),i,0.12,67
COc1cccc(C(=O)N(CCN2CCOCC2)c2nc3c(C)ccc(C)c3s2)c1OC,i,0.14,68
COc1cc(C(=O)N(C(=O)N2CCCCC2)c2cccc(Cl)c2)cc(OC)c1OC,i,0.039,43
COc1ccccc1NC(=O)c1ccc(S(=O)(=O)N(C)C2CCCC2)cc1,i,0.14,63
CS(=O)(=O)Nc1ccccc1C1=NN(C(=O)CCC(=O)O)C(c2cccs2)C1 (configuration not stated),i,0.094,67
O=C(Cc1csc(Nc2ccccc2)n1)NC1CCCC1,i,0.11,64
Cc1cc(C)n(-c2cc(N3CCN(C(=O)Nc4ccc(F)c(Cl)c4)CC3)ncn2)n1,i,0.089,60
Cc1cc(C(=O)N2CCNC(=O)C2(C)C)n(C)n1,i,0.055,53
Cc1ccc(-c2ccc(=O)n(CC(=O)Nc3ccc4c(c3)OCO4)n2)cc1,i,0.047,49

# Single records (already shown). Order of values: AMPAR-TARP mod | AMPAR-TARP mod agonism max-min | AMPAR-TARP mod glutamate slope
# O=C(NCCc1nc2ccccc2[nH]1)OCc1ccccc1 reads i | 0.082 | 50
# COc1cc(C(=O)N(C(=O)N2CCCCC2)c2cccc(Cl)c2)cc(OC)c1OC reads i | 0.039 | 43

# Additional compounds:
SMILES,AMPAR-TARP mod,AMPAR-TARP mod agonism max-min,AMPAR-TARP mod glutamate slope
CCc1ccc(NC(=O)C2CC(=O)N(c3ccccc3)C2)cc1 (configuration not stated),i,0.088,43
CCCc1cc(=O)n(CC(=O)Nc2ccc(Cl)c(Cl)c2)cn1,i,0.12,56
CN1CCN(C(CNC(=O)NC(C)(C)C)c2ccc3c(c2)OCO3)CC1 (configuration not stated),i,0.053,52
Cc1ccc(S(=O)(=O)CCC(=O)N(CCN2CCOCC2)c2nc3ccccc3s2)cc1,i,0.065,43
COc1cc(-c2ccc(SC)nn2)cc(OC)c1OC,i,0.054,65
CCN1CCc2c(sc(NC(=O)COc3ccc(Cl)cc3)c2-c2nc3ccccc3s2)C1,i,0.13,67
COc1ccc(NC(=O)Cn2cc(OC)c(=O)cc2CSc2nccc(C)n2)cc1,i,0.047,40
Cc1ccc2oc(=O)n(Cc3ccccc3Cl)c2c1,i,0.042,82
O=C(NCCn1ncc2c(N3CCN(c4ccccc4)CC3)ncnc21)c1c(F)cccc1Cl,i,0.053,55
CCCCn1c(SCc2nc(-c3ccc(Cl)cc3)no2)nc2ccsc2c1=O,+,0.086*,86*
CCOC(=O)c1ccc(NC(=O)C2CC=CCC2(C)C(=O)O)cc1 (configuration not stated),i,0.035,45
CCOC(=O)N1CCN(C(=O)CN2CCN(c3nccn3C)CC2)CC1,i,0.046,25
COc1ccc(C(C)(C)C)cc1S(=O)(=O)N(C)C1CCCCC1,i,0.08,64
Cc1cccc(NC(=O)CCc2csc(NC(=O)c3cccs3)n2)c1C,i,0.1,65
NC(=O)c1ccc(NC(=O)c2ccc(Cl)c(N3C(=O)CCS3(=O)=O)c2)cc1,i,0.11,83
CCOC(=O)Cn1c(=O)c2c(nc3n2CCCN3c2ccc(CC)cc2)n(C)c1=O,i,0.12,60
N#Cc1ccccc1N=Cc1c[nH]c2ccccc12,i,0.058,47
COc1cc(/C=C/C(=O)N2CCC(C)CC2)ccc1OCc1ccccc1,+!,0.053*!,60*!
CCOC(=O)C1CCCN(C2CC(=O)N(c3ccc(Cl)c(Cl)c3)C2=O)C1 (configuration not stated),i,0.059,50
O=S(=O)(CCc1ccccc1)NCCc1ccsc1,i,0.042,19
CC(=O)c1sc(NC(=O)c2ccc(S(=O)(=O)N(C)Cc3ccco3)cc2)nc1C,i,0.081,59
COc1cc(C(C)=O)ccc1OCC(O)CN1CCN(c2cc(C)cc(C)c2)CC1 (configuration not stated),i,0.096,66
O=S(=O)(NCCN1CCC(c2cccs2)CC1)c1ccc(C(F)(F)F)cc1,i,0.066,56
COc1ccc2nc(N(Cc3ccncc3)C(=O)c3ccccc3)sc2c1,i,0.085,40
CSc1cccc(NC(=O)C(=O)Nc2ccc3c(c2)OCO3)c1,i,0.082,52
O=C(NCCS(=O)(=O)N1CCN(c2cccc(Cl)c2)CC1)c1ccccc1,i,0.12,64
O=C(NCCc1ccccc1)c1csc(NS(=O)(=O)c2cccs2)n1,i,0.073,45
CCn1c(=NC(=O)CS(=O)(=O)Cc2ccccc2)sc2cc(C)ccc21,i,0.051,60
CC(C)OCC(O)CN1CCN(Cc2ccccc2)CC1 (configuration not stated),i,0.028,48
COc1ccc(C(=O)CSc2nnc(-c3ccc(=O)n(C)c3)n2C)cc1,i,0.12,56
O=C(c1ccc(F)cc1)N1CCC(c2nnc(-c3ccco3)o2)CC1,i,0.11,60
O=C(NCCOc1ccc2nnc(-c3ccccc3Cl)n2n1)Nc1ccc(F)cc1F,i,0.14,67
CCOC(=O)N1CCN(CC(O)COc2ccc3ccccc3c2)CC1 (configuration not stated),i,0.036,62
COc1ccc(S(=O)(=O)Nc2nc(C(=O)NCCc3ccccc3)cs2)cc1,i,0.075,40
Nc1nc(SCC(=O)Nc2ccc(F)cc2Cl)ncc1S(=O)(=O)c1cccs1,i,0.11,51
Cc1noc(C)c1S(=O)(=O)Nc1cccc(-c2ccc(=O)n(C)n2)c1,i,0.038,62
COc1ccc(N2CC(C)Cn3c2nc2c3c(=O)n(CCN3CCOCC3)c(=O)n2C)cc1 (configuration not stated),i,0.11,89
COc1cccc(CC(=O)NCC(O)(c2ccccc2)C2CC2)c1 (configuration not stated),i,0.1,62
COC(=O)c1sccc1S(=O)(=O)N1CCN(c2ncccn2)CC1,i,0.023,47
COc1ccc(-c2nnc(NC(=O)c3ccc(F)cc3)o2)cc1OC,i,0.15,67
COc1ccc(NC(=O)NCCCn2nc(-c3ccccc3)ccc2=O)cc1,i,0.075,54
CCOc1ccc(-n2nnnc2SCC(=O)Nc2ccc(C)c(C)c2)cc1,i,0.075&0.039,54&102
CCOc1ccc(-c2ccc(N3CCN(C(=O)Nc4ccccc4F)CC3)nn2)cc1,i,0.084,40
O=C(NCCOc1ccccc1)N1CCC(c2cccs2)CC1,i,0.076,58
COc1cc(/C=C2\SC(=S)N(c3cccc(C)c3C)C2=O)ccc1O,+,0.18*,39*
CCNC(=O)C1CCN(c2cc(SCC(=O)Nc3cccc(SC)c3)ncn2)CC1,i,0.094,54
O=C(CN1CCN(c2nccn2-c2cccc(Cl)c2)CC1)NC1CCCCC1,i,0.027,32
